HIV peptide binding = cell-free HIV fusion peptide-binding blockers – biochemical, uHTS, fluorescence dequenching, primary screen (AID 1986) | cell-free peptide binding, fluorescence dequenching, 30 min; higher % means a stronger effect | inhibition, % at 20 µM, or IC50 in µM where a hit was titrated | actives 0.3% (n = 290,000); in the data active means inhibition mostly above about 52%, no sharp cut-off; inactive means mostly below about 76%; further: some results filed as inactive read as strong as hits
NS5 inhibitors = flavivirus cap methylation enzyme inhibition – biochemical, confirmation dose response, primary screen (AID 588689) | Dengue-2 NS5 methyltransferase capping enzyme assay, biochemical; higher % means a stronger effect | inhibition, % at 25 µM, or IC50 in µM where a hit was titrated | actives 0.3% (n = 340,000); in the data active means a potency from the dose series
NOD1 NF-kB reporter = NOD1 signaling inhibitors, primary screen, cell-based, luminescence, uHTS (AID 1578); NOD1-driven NF-kB luciferase reporter cells, luminescence; higher % means a stronger effect; inhibition, % at 4 µM, or EC50 in µM where a hit was titrated; actives 1% (n = 290,000); in the data active means inhibition mostly above about 36%, no sharp cut-off; inactive means mostly below about 34%;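 further: HEK-293T reporter cells stimulated with the NOD1 agonist gamma-tri-DAP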
GPR55 antagonists = GPR55 antagonists blocking LPI-driven arrestin recruitment, primary screen, imaging, U2OS, beta-arrestin-GFP, LPI agonist (AID 2013); U2OS GPR55 beta-arrestin-GFP translocation imaging, LPI antagonism; higher % means a stronger effect; inhibition, % at 10 µM; hits with a dose series show IC50 in µM; actives 0.13% (n = 290,000);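 active means spots per cell inhibited over 60%, with over 100 cells counted and total cytoplasm intensity under 500,000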;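 further: U2OS cells stably carrying GPR55 and arrestin-GFP stimulated by 5 µM LPI near EC80; imaged beta-arrestin-GFP aggregate spots per cell after agonist stimulation; plate controls were LPI-stimulated DMSO wells for no effect and DMSO wells without LPI for full effect; some results filed as inactive read as strong as hits; confirmed hits need IC50 under 10 µM and bright autofluorescent wells are also inconclusive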
West Nile virus CPE = West Nile virus antiviral activity, cell-based, CPE readout (AID 1621); West Nile virus-infected cells, CPE inhibition; higher % means a stronger effect; CPE inhibition, % at 10 µM, or IC50 in µM where a hit was titrated; actives 0.02% (n = 290,000); in the data active means a potency from the dose series; further: strong numbers were not always called active
KOR beta-arrestin-1 = kappa opioid receptor activators – cell-based, luminescence, uHTS, primary screen (AID 1777) | KOR beta-arrestin recruitment, luminescence; higher % means a stronger effect | activation, % at 10 µM, or EC50 in µM where a hit was titrated | actives 0.02% (n = 280,000); in the data active means activation above about 50%, passing the limit was not always enough; further: a part of the inactive calls stands beside numbers as strong as those of hits
GPR35 arrestin U2OS = GPR35 antagonists blocking zaprinast-driven arrestin recruitment, primary screen, imaging, U2OS, beta-arrestin-GFP, zaprinast agonist (AID 2058). U2OS GPR35 beta-arrestin-GFP translocation imaging, zaprinast antagonism; higher % means a stronger effect. inhibition, % at 10 µM; hits with a dose series show IC50 in µM. actives 0.052% (n = 290,000);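 active means inhibition of at least 50% with at least 30 cells and total cytoplasm GFP at most 10,000,000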
GPR55 beta-arrestin = GPR55 agonists via beta-arrestin recruitment, primary screen, imaging, U2OS cells, beta-arrestin-GFP redistribution (AID 1961); activation, % at 10 µM, or EC50 in µM where a hit was titrated; actives 0.048% (n = 290,000); U2OS GPR55 beta-arrestin-GFP redistribution imaging; higher % means a stronger effect;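 active means activation above 40% with more than 50 cells counted in the well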;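 further: U2OS osteosarcoma cells stably expressing GPR55 and beta-arrestin-GFP; plate controls were DMSO negative control for no effect and LPI positive control for full effect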
KOR beta-arrestin-2 = kappa opioid receptor blockers – cell-based, luminescence, uHTS (AID 1778); KOR beta-arrestin recruitment, luminescence, antagonist mode; higher % means a stronger effect; one-dose inhibition, % at 10 µM; IC50 in µM for titrated hits; actives 0.091% (n = 290,000); in the data active means inhibition above about 50%; further: strong numbers were not always called active
The depositor's hits bear a star; · = not tested or not shown; [ ] = remark or other dose. A portion of the library. The share of hits here may be higher or lower than overall.

SMILES	HIV peptide binding	NS5 inhibitors	NOD1 NF-kB reporter	GPR55 antagonists	West Nile virus CPE	KOR beta-arrestin-1	GPR35 arrestin U2OS	GPR55 beta-arrestin	KOR beta-arrestin-2
CCCCCCNS(=O)(=O)c1ccccc1Br	1.1%	-7.7%	-1.0%	11.2%	0.4%	-2.7%	-11.5%	0.3%	3.6%
OCCNC(=S)Nc1ccc2c(c1)OCCO2	-1.1%	7.0%	5.5%	-13.6%	-0.2%	0.3%	11.2%	-0.1%	2.9%
CCc1ccc(CN2CCC(n3nccc3NC(=O)Cc3ccccc3)CC2)o1	1.5%	-9.8%	-31.6%	11.2%	-0.4%	-0.7%	2.7%	-0.1%	-13.2%
CC(=O)c1c(C)[nH]c(C(=O)OCc2ccccc2F)c1C	-1.2%	-0.7%	-8.6%	1.0%	-1.3%	8.9%	10.8%	-0.2%	-63.5%
CC1(C)CC(O)CC(C)(C)N1CC(O)COCCOc1ccc(Br)cc1 (stereo unspecified)	-2.5%	8.2%	13.1%	0.9%	-0.5%	2.4%	8.2%	-0.1%	21.4%
Cc1cccc(NC(=O)NCCN2CCCCC2)c1	-0.7%	-4.8%	-19.0%	2.7%	-0.2%	-4.2%	-8.6%	-0.2%	-6.6%
CCCCN(CCCNC(=O)C1CCN(C(=O)c2cc3sccc3n2C)CC1)Cc1ccccc1	-0.7%	-1.8%	-6.0%	0.5%	-1.3%	-3.1%	6.5%	-0.3%	17.7%
CCOC(=O)N1CCN(C(=O)c2cnc3n(c2=O)CCS3)CC1	0.9%	-8.7%	6.0%	13.3%	0.0%	1.2%	16.1%	-0.1%	-13.7%
Cc1cccc(NC(=O)c2cc3ccccc3o2)c1	0.9%	-8.1%	-76.6%	-7.9%	-0.6%	-1.7%	-20.8%	-0.3%	-3.1%
C/C(=N\NC(=O)c1ccoc1C)c1ccc(Cl)s1	1.0%	1.3%	-32.7%	38.4%	-0.5%	-1.4%	-0.6%	-0.1%	-10.0%
Cc1ccc(NC(=S)N2CCN(S(=O)(=O)c3ccc(F)cc3)CC2)cc1	-1.8%	0.7%	9.2%	9.8%	-0.3%	-5.6%	14.5%	-0.1%	7.9%
COc1ccc(/C=C2/SC(=O)N(CCC(=O)Nc3ccccc3)C2=O)cc1OC	-3.3%	0.0%	2.5%	6.0%	-0.9%	10.9%	-8.7%	0.5%	-10.7%
O=c1cnc2ccccc2n1CC1CCCCC1	-2.6%	-1.0%	12.7%	3.6%	-0.3%	-3.2%	-8.6%	0.0%	3.9%
O=C(O)C1CCCCC1C(=O)NCCCn1ccnc1 (stereo unspecified)	-2.1%	0.8%	16.5%	-1.6%	0.6%	-4.2%	9.4%	-0.1%	17.5%
CCc1c(C)sc(NC(=O)c2ccco2)c1C(=O)N1CCCCC1	4.8%	4.8%	-19.4%	5.7%	0.0%	-5.6%	3.5%	-0.1%	22.4%
O=C(NCC1CCCN(C(=O)c2cc(Cl)ccc2F)C1)c1ccc(F)cc1 (stereo unspecified)	-1.9%	-3.9%	0.7%	-10.4%	-0.5%	1.4%	4.7%	0.7%	7.0%
CC(C)(C)NC(=O)C(c1c[nH]c2ccccc12)N(C(=O)Cn1nnc(-c2ccc(Cl)cc2)n1)c1ccccc1F (stereo unspecified)	-0.2%	-1.5%	48.7%	-7.5%	-1.5%	3.6%	-15.1%	0.3%	8.5%
Cc1ccc2ncccc2c1NC(=S)NC(=O)c1ccccc1	3.2%	-6.7%	-24.5%	5.3%	-1.1%	-3.5%	0.1%	0.5%	36.1%
CCn1cc(C(=O)N2CCCC(C(=O)c3ccc4ccccc4c3)C2)cn1 (stereo unspecified)	-0.7%	-8.0%	-6.5%	-4.4%	-0.5%	2.1%	2.6%	-0.1%	-20.6%
O=C(N/N=C/c1cccc2ccccc12)C(=O)N1CCCC1	-0.5%	8.9%	-18.4%	2.1%	-0.4%	-1.0%	-4.5%	-0.2%	-4.9%
COC1CCN(C(=O)c2cc(COc3ccc(-n4cncn4)cc3)on2)CC1	1.9%	-7.2%	10.4%	2.4%	-0.1%	-3.1%	17.9%	0.2%	-16.2%
COc1ccc(/C=N/NC(=O)COc2cccc3ccccc23)c(C(=O)O)c1OC	-2.1%	-1.3%	32.5%	9.5%	-0.1%	1.8%	17.4%	-0.5%	-29.1%
O=C(Nc1nccs1)C1CCN(S(=O)(=O)c2c(Cl)cccc2Cl)CC1	-0.3%	2.7%	-25.2%	8.9%	0.0%	2.1%	-8.2%	0.3%	37.4%
C[C@H]1CCC(=O)N([C@H](CSc2ccccc2)Cc2ccccc2)CC1	0.4%	3.2%	-19.9%	5.7%	-0.6%	0.1%	21.3%	-0.3%	-19.4%[20 µM]
O=C(CC1C(=O)NCCN1Cc1ccc(Cl)c(F)c1)NCC1CCOCC1 (stereo unspecified)	-0.4%	9.3%	0.5%	3.3%	-0.6%	4.0%	-22.4%	0.3%	-7.1%

Next part:
SMILES	HIV peptide binding	NS5 inhibitors	NOD1 NF-kB reporter	GPR55 antagonists	West Nile virus CPE	KOR beta-arrestin-1	GPR35 arrestin U2OS	GPR55 beta-arrestin	KOR beta-arrestin-2
O=C(O)Cc1csc(NC(=O)CSc2cccc(C(=O)O)n2)n1	-0.3%	·	-10.6%	-0.1%	0.1%	-0.1%	7.7%	0.7%	-3.6%
O=C(CSc1ccccc1)Nc1ccc(S(=O)(=O)NCC2CCCO2)cc1 (stereo unspecified)	0.5%	-0.7%	·	6.7%	-0.4%	-2.1%	8.9%	-0.2%	13.4%
CCOC(=O)c1nnn(-c2nonc2-n2cccc2)c1CN1CCCCC1	-2.4%	-10.2%	-19.7%	11.5%	0.3%	0.3%	7.9%	-0.1%	-5.7%
O=C(O)COCC(=O)N1CCc2c([nH]c3ccccc23)C1C(F)(F)F (stereo unspecified)	-1.0%	-5.3%	15.7%	1.0%	0.7%	8.5%	-9.4%	-0.1%	26.1%
COC(=O)CSc1nnc(CSc2nc(C)cc(C)n2)n1Cc1ccco1	0.8%	-7.4%	6.3%	-12.5%	0.1%	-3.1%	5.8%	-0.2%	15.6%
CCc1cc2ccccc2nc1Cl	5.9%	-3.9%	-20.2%	-12.1%	0.6%	-5.5%	1.9%	0.0%	-12.5%[20 µM]
COc1ccc(C(=O)COC(=O)CN2C(=O)C3C4C=CC(C4)C3C2=O)cc1 (stereo unspecified)	1.2%	-6.5%	-1.8%	17.7%	0.5%	-4.0%	4.6%	0.3%	34.5%
COC(=O)c1c(-c2ccc(C)cc2)csc1N	-0.3%	0.0%	0.4%	4.2%	0.3%	-1.0%	-1.6%	-0.1%	28.2%
O=C(Cc1ccc([N+](=O)[O-])cc1)NC(C(=O)O)C(O)c1cccc([N+](=O)[O-])c1 (stereo unspecified)	0.3%	1.8%	-6.6%	9.0%	-0.3%	-4.3%	8.4%	-0.2%	-7.4%
CC(=O)Nc1ccc(NC(=O)c2ccc(C)c(S(=O)(=O)Nc3cccc(C)c3)c2)cc1	0.7%	-3.6%	0.0%	-3.1%	-0.1%	-0.4%	-4.8%	-0.2%	-17.8%[20 µM]
CCN(c1ccccc1)S(=O)(=O)c1nnc(NC(=O)C(C)C)s1	-0.4%	-4.6%	-7.0%	-0.6%	-0.2%	-0.2%	-3.4%	0.3%	-3.0%
CC(OC(=O)C1COc2ccccc2O1)C(=O)N(C)c1ccccc1 (stereo unspecified)	0.2%	·	-16.9%	18.7%	0.1%	-6.5%	6.2%	0.1%	-1.2%
O=C(c1ccco1)N1CCN(S(=O)(=O)c2cccs2)CC1	1.9%	-4.9%	-25.8%	3.2%	0.6%	4.8%	-15.4%	-0.1%	10.1%
O=C(CSc1nnc(SCc2ccccc2)s1)N/N=C/c1ccc(C(=O)O)cc1	0.6%	-7.8%	0.8%	3.9%	0.4%	-0.9%	11.4%	0.3%	31.4%
COc1ccc(C/C(N)=N/OC(=O)C(c2ccccc2)c2ccccc2)cc1OC	-2.5%	-1.4%	1.6%	-10.8%	0.0%	1.8%	19.0%	0.0%	-14.8%
COC(=O)CNC(c1ccccc1Cl)c1cc(Br)ccc1NC(=O)CCN1CCOCC1 (stereo unspecified)	1.6%	0.0%	·	13.8%	-0.2%	2.1%	2.6%	-0.1%	-31.7%
Cc1ccc(CNC(=O)C2CCC(=O)N(CCc3cccc(F)c3)C2)s1 (stereo unspecified)	-1.1%	-8.4%	-26.0%	6.7%	-0.8%	-1.5%	-2.2%	0.0%	-1.7%
O=C(Nc1ccc(O)cc1)c1cc2n(n1)C(C(F)(F)F)CC(c1ccco1)N2 (stereo unspecified)	-1.5%	-2.2%	1.4%	-7.2%	0.3%	8.9%	3.8%	0.0%	0.9%
CCc1ccc(NC(=O)C2CCN(S(=O)(=O)c3c(C)[nH]c(=O)[nH]c3=O)CC2)cc1	-0.8%	-3.5%	3.9%	8.0%	0.1%	-3.4%	-8.9%	0.5%	-18.2%
CC(=O)Nc1ccc(C2=NNC(=NCC3CCCO3)SC2)cc1 (stereo unspecified)	1.6%	29.1%	-5.3%	-5.4%	0.0%	-1.4%	-14.7%	-0.3%	-32.4%

Compounds listed so far that have a COOH group (six):
SMILES	HIV peptide binding	NS5 inhibitors	NOD1 NF-kB reporter	GPR55 antagonists	West Nile virus CPE	KOR beta-arrestin-1	GPR35 arrestin U2OS	GPR55 beta-arrestin	KOR beta-arrestin-2
O=C(O)C1CCCCC1C(=O)NCCCn1ccnc1 (stereo unspecified)	-2.1%	0.8%	16.5%	-1.6%	0.6%	-4.2%	9.4%	-0.1%	17.5%
COc1ccc(/C=N/NC(=O)COc2cccc3ccccc23)c(C(=O)O)c1OC	-2.1%	-1.3%	32.5%	9.5%	-0.1%	1.8%	17.4%	-0.5%	-29.1%
O=C(O)Cc1csc(NC(=O)CSc2cccc(C(=O)O)n2)n1	-0.3%	·	-10.6%	-0.1%	0.1%	-0.1%	7.7%	0.7%	-3.6%
O=C(O)COCC(=O)N1CCc2c([nH]c3ccccc23)C1C(F)(F)F (stereo unspecified)	-1.0%	-5.3%	15.7%	1.0%	0.7%	8.5%	-9.4%	-0.1%	26.1%
O=C(Cc1ccc([N+](=O)[O-])cc1)NC(C(=O)O)C(O)c1cccc([N+](=O)[O-])c1 (stereo unspecified)	0.3%	1.8%	-6.6%	9.0%	-0.3%	-4.3%	8.4%	-0.2%	-7.4%
O=C(CSc1nnc(SCc2ccccc2)s1)N/N=C/c1ccc(C(=O)O)cc1	0.6%	-7.8%	0.8%	3.9%	0.4%	-0.9%	11.4%	0.3%	31.4%

Exported comma-delimited: entries from further up.
Molecule,HIV peptide binding,NS5 inhibitors,NOD1 NF-kB reporter,GPR55 antagonists,West Nile virus CPE,KOR beta-arrestin-1,GPR35 arrestin U2OS,GPR55 beta-arrestin,KOR beta-arrestin-2
O=C(CSc1ccccc1)Nc1ccc(S(=O)(=O)NCC2CCCO2)cc1 (stereo unspecified),0.5%,-0.7%,·,6.7%,-0.4%,-2.1%,8.9%,-0.2%,13.4%
COC(=O)CSc1nnc(CSc2nc(C)cc(C)n2)n1Cc1ccco1,0.8%,-7.4%,6.3%,-12.5%,0.1%,-3.1%,5.8%,-0.2%,15.6%

Assay outcomes as filed in PubChem.
